# TDP1 inh: qHTS Assay for Inhibitors of Tyrosyl-DNA Phosphodiesterase (TDP1); 350,000 compounds, 0.28% hits; recombinant TDP1, AlphaScreen DNA substrate cleavage; Tyrosyl-DNA phosphodiesterase 1 (Homo sapiens), Q9NUW8; Potency, µM (highest dose often 130 µM), for the others: at the top dose activity change, negative = inhibition, most hits filed as inhibitors; further: nearly all actives have a fitted effect of over 40% in size
# Target sequence (Q9NUW8 whole entry, looked up): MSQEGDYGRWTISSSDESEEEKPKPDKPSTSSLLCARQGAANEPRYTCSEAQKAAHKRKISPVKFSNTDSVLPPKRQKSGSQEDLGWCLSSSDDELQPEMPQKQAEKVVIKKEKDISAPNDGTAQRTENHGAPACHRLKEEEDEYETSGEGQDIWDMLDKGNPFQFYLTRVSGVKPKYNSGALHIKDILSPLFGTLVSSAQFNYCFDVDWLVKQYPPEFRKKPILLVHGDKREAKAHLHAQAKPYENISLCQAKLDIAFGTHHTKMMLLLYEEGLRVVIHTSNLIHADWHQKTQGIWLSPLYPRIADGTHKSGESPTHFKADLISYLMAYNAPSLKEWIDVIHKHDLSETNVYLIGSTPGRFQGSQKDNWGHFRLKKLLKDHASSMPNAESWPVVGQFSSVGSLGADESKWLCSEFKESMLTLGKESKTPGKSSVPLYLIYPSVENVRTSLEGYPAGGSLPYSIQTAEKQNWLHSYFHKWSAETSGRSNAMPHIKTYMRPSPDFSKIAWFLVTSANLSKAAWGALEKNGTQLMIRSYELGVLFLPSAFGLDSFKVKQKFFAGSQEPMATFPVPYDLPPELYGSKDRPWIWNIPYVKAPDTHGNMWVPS
#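 Tdp1 1 nM final; 15 min RT w/ cpd; substrate 15 nM, 5 min; beads 10 ug/ml, 10 min; AlphaScreen read. Neg ctrl: no enzyme.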
# N370S GC: qHTS Assay for Inhibitors and Activators of N370S glucocerebrosidase as a Potential Chaperone Treatment of Gaucher Disease; N370S GC spleen homogenate, 4MU-glucoside fluorescence; 330,000 compounds, 0.092% hits; Lysosomal acid glucosylceramidase (Homo sapiens), P04062; Potency, µM (top dose mostly 59.4 µM), for inactives: at the top dose activity change, negative = inhibition, actives largely listed as inhibitors;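 further: 0% = full enzyme activity and -100% = no enzyme basal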
# FEN1 inh: qHTS Assay for the Inhibitors of Human Flap endonuclease 1 (FEN1); P39748; Recombinant FEN1 flap cleavage, fluorescence, 15 min; Potency, µM (doses to about 114 µM), for the others: at the highest dose activity change, negative = inhibition, actives largely listed as inhibitors; 390,000 compounds, 0.35% hits; AID 588795, 2011; further: nearly all actives have a fitted effect of over 65% in size
# Target sequence (P39748 whole entry, looked up): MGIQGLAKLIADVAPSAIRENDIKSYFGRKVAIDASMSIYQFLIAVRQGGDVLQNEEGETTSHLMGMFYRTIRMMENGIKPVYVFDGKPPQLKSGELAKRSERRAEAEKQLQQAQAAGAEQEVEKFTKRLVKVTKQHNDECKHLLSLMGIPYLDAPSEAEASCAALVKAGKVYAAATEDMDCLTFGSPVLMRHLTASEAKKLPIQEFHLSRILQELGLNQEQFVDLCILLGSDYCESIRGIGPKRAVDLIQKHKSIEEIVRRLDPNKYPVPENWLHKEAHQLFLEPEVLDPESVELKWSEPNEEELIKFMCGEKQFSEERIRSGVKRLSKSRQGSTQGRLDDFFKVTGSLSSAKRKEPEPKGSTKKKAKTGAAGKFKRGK
#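 FEN1 at 10 nM preincubated with compounds 15 min at room temperature, then flap DNA substrate added at 50 nM final. Signal read at 0 and 15 min; concentration-response fitted with four-parameter Hill equation.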
# Active calls of the source: *; ? = inconclusive; nt = no result given; [ ] = another dose, or the depositor's remark. The call rests on the fitted dose curve; in most records, active means well fitted curve in the direction sought with a large enough effect; inconclusive means small, poorly fitted or top-dose-only effect, or another doubt; inactive means no such curve, though single readings can be large; an effect the other way counts as inactive or inconclusive. Unless noted, on the % scale 0 is the no-effect control and ±100 the full control effect; potency means the concentration at half of the fitted maximal effect.
# A first look, 6 compounds:
item | Molecule | FEN1 inh | N370S GC | TDP1 inh
1 | Cc1ccccc1OCC(=O)Nc1ccc2nc(SCC(N)=O)sc2c1 | -13% | nt | 4%
2 | O=c1cc(O)nc(SCc2ccccc2)n1-c1ccc(F)cc1 | 3% | -2% | -5%
3 | COc1ccc(-c2nc(CS(=O)CC(=O)NCCCN3CCOCC3)c(C)o2)cc1OC (stereo not given) | 20% | -1% | 2%
4 | Cc1cc(NC(=O)c2ccc3c(c2)OCCO3)ccc1NC(=O)c1ccco1 | 4% | 2% | 4%
5 | Cc1nnc(NC(=O)c2sc3nc(-c4cccs4)cc(C(F)(F)F)c3c2N)s1 | ? | -4% | nt
6 | Cc1c(NC(=S)N2CCN(c3cccc(Cl)c3)CC2)c(=O)n(-c2ccccc2)n1C | -6% | 3% | 6%

# The list itself, from the start:
item | Molecule | FEN1 inh | N370S GC | TDP1 inh
1 | Cc1ccccc1OCC(=O)Nc1ccc2nc(SCC(N)=O)sc2c1 | -13% | nt | 4%
2 | O=c1cc(O)nc(SCc2ccccc2)n1-c1ccc(F)cc1 | 3% | -2% | -5%
3 | COc1ccc(-c2nc(CS(=O)CC(=O)NCCCN3CCOCC3)c(C)o2)cc1OC (stereo not given) | 20% | -1% | 2%
4 | Cc1cc(NC(=O)c2ccc3c(c2)OCCO3)ccc1NC(=O)c1ccco1 | 4% | 2% | 4%
5 | Cc1nnc(NC(=O)c2sc3nc(-c4cccs4)cc(C(F)(F)F)c3c2N)s1 | ? | -4% | nt
6 | Cc1c(NC(=S)N2CCN(c3cccc(Cl)c3)CC2)c(=O)n(-c2ccccc2)n1C | -6% | 3% | 6%
7 | Cc1ccc(Cl)cc1NC(=O)c1cc(NC(=O)C2CCCCC2C(=O)O)ccc1N1CCOCC1 (stereo not given) | -3% | -3% | 3%
8 | Cc1ccc(S(=O)(=O)N(C(=O)c2ccncc2)c2ccc(OC(=O)c3ccncc3)cc2)cc1 | -6% | ? | 3%
9 | CNC(=S)N/N=C(\C)c1ccc(C)c(C)c1 | 0% | -24% | 6%
10 | CCOC(=O)C1(CCCc2ccccc2)CCN(C(=O)C2CCCO2)CC1 (stereo not given) | 1% | 1% | -4%
11 | CCOC(=O)Cc1csc(NC(=O)Cc2ccccc2)n1 | 13% | -8% | 3%
12 | CCCn1c(N)cc(=O)n(C)c1=O | 6% | -2% | -4%
13 | CCNC(=O)C1CCCN1C(=O)C(CCCN=C(N)N)NC(=O)C(CC(C)C)NC(=O)C(Cc1cn(Cc2ccccc2)cn1)NC(=O)C(Cc1ccc(O)cc1)NC(=O)C(CO)NC(=O)C(Cc1c[nH]c2ccccc12)NC(=O)C(Cc1cnc[nH]1)NC(=O)C1CCC(=O)N1 (stereo not given) | 11% | -11% | nt
14 | Cc1cccc2cc(=O)[nH]c(C)c12 | 0% | 1% | 1%
15 | O=C(NCC1CCCO1)Nc1cc(Cl)cc(Cl)c1 (stereo not given) | 13% | 8% | 2%
16 | O=C(NCCOc1ccccc1F)Nc1ccc(Br)cc1 | -18% | 2% | 1%
17 | COc1ccccc1NC(=O)N(Cc1ccc2c(c1)OCO2)Cc1nc2ccccc2c(=O)[nH]1 | -3% | 3% | -1%
18 | CCCN(Cc1nnc(-c2ccccc2Cl)o1)C(=O)c1ccc(C)c(S(=O)(=O)N2CCOCC2)c1 | -3% | 4% | nt
19 | CN(CC(=O)Nc1ccccc1-c1ccccc1)Cc1ccccc1Cl | -14% | 1% | 0%
20 | CCCOc1ccccc1Cn1c(=O)oc2ccccc21 | -16% | -3% | nt
21 | CC(C)(C)c1ccc(C(=O)Nc2cccc(C(=O)N3CCOCC3)c2)cc1 | 17% | 4% | 2%[56.1 µM]
22 | O=C(OCc1nc2ccccc2s1)[C@@H]1CCCN1S(=O)(=O)c1ccccc1F | nt | ? | -9%
23 | Cc1ccc(NC(=O)CC2SCCNC2=O)cc1Cl (stereo not given) | 5% | 4% | 2%
24 | CC12CCC=CC1C(c1ccc(F)c(Br)c1)N(Cc1ccccc1)C2=O (stereo not given) | -26% | -4% | 2%
25 | Cc1cccc(Cn2cnc3c(sc4nc(C)cc(C)c43)c2=O)c1 | 6% | 5% | -4%
26 | COc1ccc(NS(=O)(=O)c2cc3c(cc2C)N(C(C)=O)CCO3)cc1OC | 18% | -4% | nt
27 | Clc1ccc(COc2ccccn2)c(Cl)c1 | -3% | 8% | 1%
28 | O=C(COC(=O)/C=C/c1ccc(Cl)cc1Cl)Nc1ccc2c(c1)OCCO2 | 3% | -21% | 8%
29 | Cc1ccc(-n2c(=O)c3c(cnn3C)n(CC(=O)Nc3ccccc3C)c2=O)cc1 | 9% | nt | 0%
30 | N#Cc1ccc(C(=O)CSc2n[nH]c(=O)n2-c2cccnc2)cc1 | 1% | 8% | 6%
31 | CCCCn1nnnc1SCC(=O)NC1CCCCC1 | -7% | 0% | -1%
32 | O=c1[nH]c2ccccc2nc1-c1cccs1 | -6% | 1% | -3%
33 | COc1ccc(C(=O)N/N=C/c2ccc(OC)c(COc3c(F)c(F)cc(F)c3F)c2)cc1 | -25% | 5% | 1%
34 | Cn1c(Cc2ccc(Cl)cc2)nnc1SCC(=O)NC1CC1 | -6% | 0% | 2%
35 | COc1cc2c(cc1OC)CN(C(=O)C1CCC(=O)N(CCCN3CCOCC3)C1)CC2 (stereo not given) | -15% | 3% | 1%
36 | COc1ccc(/C=C\c2onc(C)c2S(=O)(=O)N2CCC(C(=O)Nc3cccc(Cl)c3)CC2)cc1 | -16% | nt | 5%
37 | CCOc1ccccc1NC(=O)C1CCN(C(=O)Cc2ccccc2)CC1 | -6% | -6% | -1%
38 | Cc1cccc(N=C(N2CCOCC2)P(=O)(N2CCOCC2)N2CCOCC2)c1 | 2% | 5% | 7%
39 | COc1ccccc1NC(=O)Nc1ccc(N2CCOCC2)cc1 | -4% | 10% | 8%
40 | COc1ccc(OC)c(NC(=O)C2C3CCC(O3)C2C(=O)O)c1 (stereo not given) | nt | 8% | -3%
41 | COc1ccc(-n2nc(C(N)=O)c(O)cc2=O)cc1 | 3% | -3% | -3%
42 | CS(=O)(=O)N1N=C(c2ccccc2)CC1c1ccc2c(c1)OCO2 (stereo not given) | 5% | 27% | -5%
43 | CC(=O)Nc1nnc(Cc2ccccc2)s1 | -4% | 7% | 1%
44 | NCCc1nnc(SCC(N)=O)o1 | -8% | -3% | -11%
45 | CN(C)c1ccc(/C=N/N(CCC(=O)NC(C)(C)C)C2=NS(=O)(=O)c3ccccc32)cc1 | ? | -1% | nt
46 | Cn1cc(-c2cc3n(n2)CCC(=O)N3CC(=O)NCc2ccccc2)c2ccccc21 | -14% | nt | 5%
47 | CC(=O)N1CCN(c2ccc(C(N)=O)cc2[N+](=O)[O-])CC1 | 2% | 2% | 0%
48 | Cc1cccc(/N=C2/NC(=O)C(Cc3ccccc3)S2)n1 (stereo not given) | 24% | -4% | 0%
49 | COc1ccccc1-c1noc(CSc2nc3ccc(C)cc3[nH]2)n1 | -11% | nt | -1%
50 | COc1cc(C)ccc1OCCOCCOc1ccc(C)cc1[N+](=O)[O-] | -18% | 7% | 2%
51 | O=C(CCl)Nc1cccc2ncccc12 | -11% | 0% | 5%
52 | COCCCn1c(=O)/c(=C\c2ccccc2OC(F)F)s/c1=C(/C#N)C(=O)NC(C)C | -1% | 3% | 5%
53 | O=C(CCC(=O)N(CC(=O)NC1CCCC1)Cc1ccccc1)Nc1nccs1 | 4% | -5% | 4%
54 | COc1ccc(O[C@H]2C=C[C@@H](c3ccccc3)O[C@@H]2CO/N=C(\C)CCN2CCCc3nc(C)c(C)cc32)cc1 | nt | -12%[12.8 µM] | 12%[21 µM]
55 | Fc1cccc(CN2CCN(c3nc4nonc4nc3NC3CC3)CC2)c1 | -12% | 10% | 8%
56 | CCC(=O)c1ccc(OCC(=O)OCC(=O)c2c(N)n(C)c(=O)n(C)c2=O)cc1 | ? | nt | -1%[56.1 µM]
57 | CC(=O)N1c2ccc(S(=O)(=O)NCCc3ccc(Cl)cc3)cc2CC1C (stereo not given) | -14% | ? | 3%
58 | CON(C)c1nc(OCCNC(=O)OCc2ccc(Cl)cc2Cl)nc(N(C)C)n1 | -11% | 3% | 5%
59 | Cc1ccc(OCc2nc(-c3ccc(C(=O)NCCc4ccc(Cl)cc4)cc3)oc2C)cc1 | -1% | nt | 8%
60 | COc1ccc(CCn2c(NN=C3CCCC3)nc3c2c(=O)[nH]c(=O)n3C)cc1 | -13% | -9% | nt

# (more compounds)
item | Molecule | FEN1 inh | N370S GC | TDP1 inh
61 | CCCc1c(C(=O)Nc2ccc(N3CCOCC3)cc2)cnn1-c1ccccc1 | -14% | 8% | 6%
62 | CCOc1ccc(CCNC(=O)COC(=O)Cn2cnc3c2c(=O)n(C)c(=O)n3C)cc1OCC | 1% | -19% | 3%
63 | O=C(O)/C=C/c1ccc(OCc2cccc(F)c2)cc1 | -9% | -4% | 0%
64 | COCc1nnc(NC(=O)CSc2ccc(C)cc2)s1 | -2% | -4% | 1%
65 | COc1cccc(CN(C(=O)c2ccccc2Cl)C2CCS(=O)(=O)C2)c1 (stereo not given) | 10% | -3% | 3%
66 | Cc1sc2c(c1C)c(=O)n(-c1cccc(C(F)(F)F)c1)c(=O)n2CC(=O)NCc1ccco1 | 6% | -25% | -1%
67 | CCOc1ccc(N2CC(NC(=O)C3CCCC3)CC2=O)cc1 (stereo not given) | 1% | nt | 10%
68 | CCC(C(=O)NCCCN(CC)CC)n1ncn2c(cc3occc32)c1=O (stereo not given) | -5% | nt | -1%
69 | Cc1cccc(NC(=O)C(C)SCc2nc3sc(C)c(C)c3c(=O)[nH]2)n1 (stereo not given) | 8% | 19% | 3%[56.1 µM]
70 | O=C(NCCCN1CCOCC1)c1ccc(/C=C2\Oc3ccccc3N(Cc3ccccc3F)C2=O)cc1 | 3% | 2% | 5%
71 | Cn1c(=O)c(C(=O)COC(=O)c2cc(C(F)(F)F)nc3c(C(F)(F)F)cccc23)c(N)n(Cc2ccccc2)c1=O | nt | 7% | 6%
72 | Cc1ccc(C(=O)c2cn[nH]c2-c2cc(Cl)ccc2O)cc1 | -20% | -24% | 10%
73 | CCOC(=O)Cc1[nH]nc2c1C(Cc1ccccc1)C(C#N)=C(N)O2 (stereo not given) | 2% | -3% | 0%
74 | O=C(Nc1ccc(Cl)cc1F)C1CC1c1ccccc1 (stereo not given) | -1% | -3% | nt
75 | CN1CCN(NC(=O)CN2C(=O)/C(=C/c3ccccc3Cl)SC2=S)CC1 | -11% | ? | 0%
76 | COc1ccc(C2C(C(=O)c3ccco3)=C(O)C(=O)N2Cc2cccnc2)cc1OC (stereo not given) | -13% | 0% | nt
77 | N#Cc1ccc(CN2CCN(C(=O)CC(NC(=O)c3ccccc3)c3ccccc3)CC2)cc1 (stereo not given) | 11% | -15% | nt
78 | Cc1ccc(NC(=O)CCNC(=O)c2ccc(Br)cc2)nc1 | 16% | -8% | 2%
79 | Cc1cc(NC(=O)c2ccc3nc(-c4ccccc4)c(-c4ccccc4)nc3c2)no1 | 5% | 1% | 5%
80 | O=C(NC1CCCCC1)C(c1ccc(F)cc1)N(Cc1ccc2c(c1)OCO2)C(=O)c1cnsn1 (stereo not given) | 1% | 12% | 0%
81 | CC12CCC(C(=O)NCc3ccccn3)(OC1=O)C2(C)C (stereo not given) | -12% | -1% | 7%
82 | O=C(c1cccc(Cl)c1)C1CCCN(S(=O)(=O)c2ccccc2)C1 (stereo not given) | -20% | -4% | 5%
83 | Cc1cccc(OCC(=O)NCCCNC(=O)c2ccco2)c1 | 1% | 0% | -18%
84 | COc1ccc(CCNC(=O)Cn2c(=O)c3cccn3c3ccc(F)cc32)c(OC)c1 | 9% | nt | 1%
85 | CC(=O)c1ccc(NC(=O)C2CCN(S(=O)(=O)c3c(C)noc3/C=C/c3ccc(C)cc3)CC2)cc1 | -6% | nt | 3%
86 | CC(=O)Nc1ccc(S(=O)(=O)NCC(=O)NNC(=O)c2csc(N3CCOCC3)n2)cc1 | 16% | -6% | nt
87 | CCc1ccc(Nc2nc3c(S(=O)(=O)c4cccc(Cl)c4)nnn3c3ccsc23)cc1 | -4% | nt | -3%
88 | CSc1nnc2n(Cc3ccccc3)c(=O)c3c4c(sc3n12)COC(C(C)C)C4 (stereo not given) | nt | 8% | 2%
89 | Cc1cccc(C(=O)Nc2cccc(C(=O)N/N=C/c3ccc4c(c3)OCO4)c2)c1 | 1% | -13% | 6%

# Part of the list above, with values under each structure:
# Values run as follows: FEN1 inh, N370S GC, TDP1 inh
85	CC(=O)c1ccc(NC(=O)C2CCN(S(=O)(=O)c3c(C)noc3/C=C/c3ccc(C)cc3)CC2)cc1
 : -6%, nt, 3%
88	CSc1nnc2n(Cc3ccccc3)c(=O)c3c4c(sc3n12)COC(C(C)C)C4 (stereo not given)
 : nt, 8%, 2%
87	CCc1ccc(Nc2nc3c(S(=O)(=O)c4cccc(Cl)c4)nnn3c3ccsc23)cc1
 : -4%, nt, -3%
86	CC(=O)Nc1ccc(S(=O)(=O)NCC(=O)NNC(=O)c2csc(N3CCOCC3)n2)cc1
 : 16%, -6%, nt

# Screens (PubChem)
